High-throughput results: PubChem BioAssay, National Center for Advancing Translational Sciences (NCATS)
RXFP1 antagonist – blocks the human relaxin receptor RXFP1. activity change, negative = inhibition, % at 57.5 µM. HEK293-RXFP1, relaxin-stimulated cAMP HTRF, 30 min; stronger effect = lower value. Q9HBX9. 350,000 tested, 0.59% active;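 active = activity change of -60% or lower, but not beyond a set lower limit; inconclusive = change between -60% and -40%, or beyond the set limit; inactive = change above -40%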
Target sequence (Q9HBX9 whole entry, looked up): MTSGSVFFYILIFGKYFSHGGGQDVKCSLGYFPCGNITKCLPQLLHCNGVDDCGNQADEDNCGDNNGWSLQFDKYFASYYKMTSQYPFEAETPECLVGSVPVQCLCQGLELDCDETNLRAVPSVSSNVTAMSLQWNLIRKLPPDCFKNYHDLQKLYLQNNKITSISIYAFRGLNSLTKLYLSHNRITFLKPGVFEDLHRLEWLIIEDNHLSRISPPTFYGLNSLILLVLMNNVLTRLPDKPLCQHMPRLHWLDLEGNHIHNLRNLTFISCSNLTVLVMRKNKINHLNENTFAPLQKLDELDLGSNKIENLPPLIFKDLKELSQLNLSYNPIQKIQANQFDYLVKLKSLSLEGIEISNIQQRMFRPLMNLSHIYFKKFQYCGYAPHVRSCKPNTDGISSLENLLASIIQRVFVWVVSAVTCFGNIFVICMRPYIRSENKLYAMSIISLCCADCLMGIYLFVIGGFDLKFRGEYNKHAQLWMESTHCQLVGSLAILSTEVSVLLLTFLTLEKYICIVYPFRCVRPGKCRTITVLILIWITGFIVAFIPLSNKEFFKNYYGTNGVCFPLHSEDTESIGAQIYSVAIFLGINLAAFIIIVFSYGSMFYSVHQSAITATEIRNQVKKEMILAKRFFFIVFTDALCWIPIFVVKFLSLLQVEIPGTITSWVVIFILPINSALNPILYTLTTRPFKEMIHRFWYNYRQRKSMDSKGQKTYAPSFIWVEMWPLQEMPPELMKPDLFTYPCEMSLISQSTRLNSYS
RXFP1 ag – RXFP1 (human) receptor agonism | 370,000 tested, 0.3% active | HEK293T-RXFP1 cAMP TR-FRET, 30 min; response scale: percent of porcine relaxin response, buffer zero | Potency, µM (series often up to 57.5 µM), inactives show top-dose activation, most hits filed as activators | Q9HBX9; also: potency is read from the fitted curve at half-maximal effect; nearly all actives have a fitted effect of over 60% in size; many of its hits are not listed in these tables
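cAMP rise read by TR-FRET after 30 min, 37C compound exposure (up to 58 uM) in RXFP1-transfected HEK293 cells with Ro 20174 present. EC50 from Hill-equation fits, with 29 nM porcine relaxin as 100% and buffer as basal.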
Anesthetic bind – binds horse apoferritin like a general anesthetic; P02791; 350,000 tested, 0.074% active; apoferritin/1-aminoanthracene competitive binding, fluorescence; Potency, µM (titrated, usually from 77.5 µM), without a hit: at the highest dose activity change, negative = displacement, hits mostly inhibitors; AID 485281; also: potency is read from the fitted curve at half-maximal effect; nearly all actives have a fitted effect of over 20% in size
Target sequence (P02791 2-175 limits assumed): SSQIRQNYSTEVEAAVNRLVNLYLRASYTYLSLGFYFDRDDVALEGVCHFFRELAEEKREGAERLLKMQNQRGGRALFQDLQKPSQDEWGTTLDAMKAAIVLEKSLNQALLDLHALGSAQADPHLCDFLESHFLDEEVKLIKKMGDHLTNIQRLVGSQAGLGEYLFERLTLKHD
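Horse-spleen apoferritin (10 uM) was mixed with 50% saturated 1-aminoanthracene in PBS, exposed to compounds for 10 min at room temperature, and read for fluorescence (ex 380 nm, em 535 nm). Competitive displacement was fitted with a four-parameter Hill equation.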
Active calls of the source: *; ? = inconclusive; . = no result given; [ ] = remark or other dose. Unless noted, calls follow the shape of the dose curve; as a rule, active = well fitted curve in the direction sought with a large enough effect; inconclusive = small, poorly fitted or top-dose-only effect, or another doubt; inactive = no such curve, though single readings can be large; an effect the other way counts as inactive or inconclusive. % is scaled to controls: 0 for no effect and ±100 for the full control effect. These rows are one share of the data; count on the stated rates, not on these rows.

SMILES	RXFP1 antagonist	RXFP1 ag	Anesthetic bind
COc1ccnc(CS(=O)c2nc3ccc(OC(F)F)cc3[nH]2)c1OC (configuration not stated)	-13.4	.	-17.1%
NC(N)=NCCN1CCCCCCC1	-13.9	.	13.6%
COc1cc(O)cc(/C=C/c2ccccc2)c1	3.6	.	-14.9%
O=c1[nH]c(=O)n(CCOc2ccc(Cl)cc2)cc1Br	-8.8	-0.4%	-9.8%
COc1cc(N2CCOCC2)ncn1	-1.1	0.0%	-2.1%
CCCc1cc(=O)[nH]c(SCC)n1	-10.4	1.1%	-4.9%
COc1ccc(NC(=O)Cn2c(=O)n(CC(=O)NCc3ccco3)c(=O)c3ccccc32)cc1	2.7	1.3%	-11.0%
Cn1c(CO)cnc1SCc1ccc([N+](=O)[O-])cc1	1.0	2.9%	-16.2%
Cc1cccc(CCNc2nc3ccccc3n3nnnc23)c1	2.2	8.8%	-5.4%
CCOC(=O)N1CCN(C(=O)c2ccc3c(=O)n(Cc4ccccc4)c(=S)[nH]c3c2)CC1	0.1	0.4%	?
C=CCN(CC=C)C(=S)NC(=O)c1ccc(OC)c(Br)c1	-1.0	0.4%	-20.0%
CCCCCNC1=CC(=O)CC(c2ccccc2)C1 (configuration not stated)	-11.2	0.8%	-16.2%
CC(=O)Nc1ccccc1C(=O)C(=O)O	-2.2	0.1%	-10.3%
O=C(O)c1ccccc1C(=O)Nc1nccs1	1.7	-0.6%	-1.8%
O=c1[nH]n(-c2ccc(F)cc2)c2ncccc12	-11.8	-1.8%	-7.6%
CCCN1C(=O)/C(=C/c2ccc(N3CCCC3)c(C)c2)NC1=S	-5.9	-4.2%	?
NNc1nc(-c2ccccc2)cc(-c2ccccc2O)n1	1.1	-2.6%	-17.0%
O=C(NCCN1CCN(c2ccccc2F)CC1)C1CC(=O)N(C2CCCC2)C1 (configuration not stated)	-29.0	-0.7%	-12.6%
Cc1ccc(C(=O)Nc2ccc3nccnc3c2)cc1	-12.5	-0.5%	5.1%
Cc1cc([N+](=O)[O-])nn1CC(=O)NNC(=S)Nc1ccc(F)cc1	6.0	-1.7%	-7.9%
COc1ccc(-c2cn3c(C)c(C(=O)NC(C)C)sc3n2)cc1	4.6	0.5%	-10.2%
CCOC(=O)c1c(-c2ccccc2)nc2ccc(Cl)cn12	-4.9	1.6%	-10.9%
CC1Cc2ccccc2N1C(=O)C1CCCN(S(=O)(=O)c2cccc3nsnc23)C1 (configuration not stated)	-3.5	0.9%	?
Cc1oc(=O)c(NC(=O)c2cccc(Cl)c2)cc1C(=O)c1ccccc1	-37.1	0.2%	-22.5%

The closing 3 records of the section above open the next one:
SMILES	RXFP1 antagonist	RXFP1 ag	Anesthetic bind
CCOC(=O)c1c(-c2ccccc2)nc2ccc(Cl)cn12	-4.9	1.6%	-10.9%
CC1Cc2ccccc2N1C(=O)C1CCCN(S(=O)(=O)c2cccc3nsnc23)C1 (configuration not stated)	-3.5	0.9%	?
Cc1oc(=O)c(NC(=O)c2cccc(Cl)c2)cc1C(=O)c1ccccc1	-37.1	0.2%	-22.5%
CCOC(=O)c1cc(-c2ccc(/C=C3/C(=O)NC(=O)C(C#N)=C3C)o2)ccc1Cl	-22.9	7.8%	?
Cc1ccc(OCC(=O)NNC(=O)CCC(=O)NCc2ccccc2)cc1	-11.7	0.6%	-5.4%
COC(=O)c1sccc1-c1ccc(/C=N/OC(=O)c2ccccc2)o1	8.4	10.3%	?
CCCn1c(=O)c(F)cn(Cc2ccc(OC)c([N+](=O)[O-])c2)c1=O	-1.0	-0.4%	-17.6%
Cc1ccc(C(C(=O)NC2CCCCC2)N(C(=O)Cc2c[nH]c3ccccc23)c2ccccc2)o1 (configuration not stated)	-6.0	-0.4%	-20.2%
C=CCn1cc(/C=N\NC(=O)c2cc3c(ccc4ccccc43)o2)c2ccccc21	-4.5	3.6%	-0.9%
COc1ccccc1NC(=O)C(=O)N1N=C(C(C)C)CC1(O)C(F)(F)F (configuration not stated)	-8.2	1.5%	-21.2%
CN(C)C(=C(C#N)C#N)N1CCN(c2ccc(Cl)c(Cl)c2)CC1	1.7	0.0%	-2.0%
COc1ccc(CCNC(=O)CC(NS(=O)(=O)c2ccc(NC(C)=O)cc2)C(C)C)cc1OC (configuration not stated)	-9.3	0.6%	-5.7%
COc1ccc(C(=O)Nc2ccc(Cl)cn2)cc1Cl	9.1	-3.6%	-17.9%
C=CCOc1cccc(CNn2cn[nH]c2=S)c1	9.5	2.3%	-4.4%
CCOc1ccc(C(=O)Nc2ccc(Cl)cn2)cc1Cl	-17.4	-0.7%	-10.4%
COC(=O)Nc1ccc(=O)n(Cc2c(Cl)cccc2Cl)c1	-4.7	4.8%	-7.6%
O=C1Nc2ccc([N+](=O)[O-])cc2C1(O)N1CCCCCC1 (configuration not stated)	-6.5	-0.5%	?
N#Cc1c(C(F)(F)F)cc(-c2ccccc2)[nH]c1=O	-24.3	1.2%	107.0%[activator]
CC(C(=O)NCCC1=CCCCC1)N1C(=O)c2ccccc2C1=O (configuration not stated)	-15.6	0.7%	-16.6%
CCOc1c(Cl)cnn(-c2ccc(C)cc2)c1=O	-19.7	0.9%	?
O=C(CSc1cccc2cccnc12)OCC(=O)c1ccc(Br)cc1	0.9	2.7%	?
CCCC(=O)N1CCN(c2ccc(NC(=O)c3sc4ccccc4c3Cl)cc2)CC1	-2.3	2.9%	-6.9%
O=[N+]([O-])c1cccc(/C=C/c2nc(C=Nc3ccc4ccccc4c3)c(O)o2)c1	7.6	1.0%	-6.7%
O=C(C1CCN(S(=O)(=O)c2cccc3nsnc23)CC1)N1CCN(c2ccccc2F)CC1	-1.9	-0.4%	-22.6%
COc1ccccc1NC(=O)c1sc2ncn(Cc3ccccc3C)c(=O)c2c1C	17.9	?	-6.3%
CN1CCN(NC(=O)CN2C(=O)/C(=C/c3c(Cl)cccc3Cl)SC2=S)CC1	-9.6	-0.4%	?
COc1ccc(CNC(=O)c2csc(Cc3ccc(Cl)cc3)n2)cc1	-2.2	-0.3%	-2.3%
O=C(O)c1sccc1SCc1ccc(Cl)cc1Cl	-25.7	1.0%	?
Cc1occc1C(=O)NNC(=O)Cc1ccccc1	24.4	4.0%	-7.7%
O=C(N/N=C/c1cccnc1)c1ccc([N+](=O)[O-])cc1	3.8	1.3%	-8.8%
COCCCN1C(=O)C(=O)/C(=C(/O)c2ccc(OC(C)C)c(C)c2)C1c1ccncc1 (configuration not stated)	10.0	?	-11.0%
CCC(=O)Nc1ccc(C(=O)NNC(=O)c2cccs2)cc1	-6.6	4.6%	-1.5%
O=C1/C(=C\c2cccnc2)SC(=S)N1C1CCS(=O)(=O)C1 (configuration not stated)	20.0	1.9%	-9.4%
O=C(CN1CCN(S(=O)(=O)c2ccc(Cl)cc2)CC1)Nc1ccc2c(c1)OCO2	3.2	0.3%	1.4%
O=C(Cn1nc(C(F)(F)F)c2c1CCCC2)NC1CCCC1	3.9	-0.5%	-13.7%
CCOc1cc(/C=N\Nc2ccc([N+](=O)[O-])cc2)ccc1OCC(=O)Nc1ccc(C)c(C)c1	-5.7	1.5%	-12.7%
COc1ccc([N+](=O)[O-])cc1NCc1ccccc1C	-19.1	2.7%	?
CC(O)(CS(=O)(=O)Cc1cccc(C(F)(F)F)c1)C(=O)Nc1cccc(C(F)(F)F)c1 (configuration not stated)	3.0	0.1%	-17.8%
CCOc1cc(NC(=S)Nc2cccc(OC)c2)c(OCC)cc1NC(=O)c1ccc(C)cc1	-14.7	-2.2%	26.8%
CCOC(=O)N1CCN(C(=O)c2ccc3nc(SCc4ccc(F)cc4)n(C)c3c2)CC1	1.6	0.0%	-12.7%
O=C(O)/C=C\C(=O)NCc1ccccc1	10.7	-0.2%	-5.7%
CCOC(=O)N1CCN(S(=O)(=O)Cc2ccccc2)CC1	-7.2	-1.3%	-1.4%
COc1ccc(-c2nc(-c3ccccc3)nc(Cl)c2C#N)cc1	-5.8	1.8%	-7.9%
COc1cccc(NC(=O)c2ccc(-n3cccn3)nc2)c1	13.1	1.0%	-11.4%
COCCCNC(=S)NC1CC2CCCC(C1)N2Cc1cccs1 (configuration not stated)	-14.1	1.5%	-12.3%
NC(=O)/C(=N\O)c1ccccc1	-8.1	2.0%	-8.5%
COC(=O)c1ccccc1NC(=O)Oc1ccc(F)cc1	6.4	1.5%	-10.0%
COc1cc(NC(=O)Cc2ccc(Cl)cc2)ccc1NC(=O)c1ccco1	-17.0	-1.0%	4.0%
O=S(=O)(c1ccc(Cl)cc1)N1CCCC1c1nc2ccccc2s1 (configuration not stated)	-16.2	0.4%	30.4%[activator]
CC(=O)Nc1ccc(S(=O)(=O)NC(CC(=O)NCCCN2CCOCC2)C(C)C)cc1 (configuration not stated)	-5.5	-0.3%	-7.1%
COc1cc(/C=C/C(=O)N2CCN(CC(O)COc3ccccc3)CC2)cc(OC)c1OC (configuration not stated)	-15.3	1.5%	-18.4%
CCOC(=O)c1c(C)nc2sc3c(=O)n(-c4ccc(OC)cc4)nnc3c2c1-c1ccc(OC)cc1	10.7	0.3%	-15.2%
N#Cc1c(-c2ccccc2)cc(-c2ccccc2)nc1SCc1nnc(-c2ccccc2)o1	-8.4	1.3%	-9.6%
CCOC(=O)c1nn(-c2ccccc2)c(-c2ccccc2)c1C(=O)c1ccccc1	-8.4	3.7%	?
Cc1ccc2cc3cc(C(=O)NCc4ccco4)oc3nc2c1	-2.3	-0.9%	-12.8%
COc1ccc(N2CCN(C(=S)Nc3cccc(C)c3C)CC2)cc1	-3.9	0.0%	-12.5%
CN(C)c1cc[n+](CC(=O)Nc2ccc([N+](=O)[O-])cc2Cl)cc1	0.2	5.9%	-16.1%
CCOC(=O)CSc1n[nH]c(NC(=O)c2cccc(C)c2)n1	-3.4	-1.2%	-13.7%
O=C(Cn1cccc1C(=O)c1ccccc1)NCc1cccs1	-5.6	-0.5%	-17.7%
CCOC(=O)COc1ccc(Oc2nc(C)cc(OC)n2)nn1	1.8	0.5%	-6.5%
CCCC1=[N+](CC(=O)c2ccccc2)CCn2c(C)ccc21	-18.9	0.2%	-13.2%
NC(N)=Nc1nc(CCN2C(=O)c3ccccc3C2=O)cs1	3.5	1.6%	-19.0%
COC(=O)C(NS(=O)(=O)c1ccc(NC(C)=O)cc1)C(C)C (configuration not stated)	7.6	1.3%	-10.6%
Cc1ccc(CNC(=O)c2nnn(-c3cccc(C)c3)c2N)cc1	-12.7	-2.7%	?
CCCCCCCCn1cnc2c(N)c(C)c(C)cc21	-22.2	-1.7%	?
COc1ccc(NC(=O)CSC2=NC(=O)CC(C)=N2)cc1	10.0	-0.3%	-12.5%

Reformatted with bars between the fields: entries from further up
compound | RXFP1 antagonist | RXFP1 ag | Anesthetic bind
CCOC(=O)CSc1n[nH]c(NC(=O)c2cccc(C)c2)n1 | -3.4 | -1.2% | -13.7%
NC(N)=Nc1nc(CCN2C(=O)c3ccccc3C2=O)cs1 | 3.5 | 1.6% | -19.0%
CCCC1=[N+](CC(=O)c2ccccc2)CCn2c(C)ccc21 | -18.9 | 0.2% | -13.2%
N#Cc1c(-c2ccccc2)cc(-c2ccccc2)nc1SCc1nnc(-c2ccccc2)o1 | -8.4 | 1.3% | -9.6%
CCOC(=O)c1c(C)nc2sc3c(=O)n(-c4ccc(OC)cc4)nnc3c2c1-c1ccc(OC)cc1 | 10.7 | 0.3% | -15.2%
CCOC(=O)c1nn(-c2ccccc2)c(-c2ccccc2)c1C(=O)c1ccccc1 | -8.4 | 3.7% | ?
